HIV RNase H inh: HIV-1 RT RNase H inhibitors, primary screen, biochemical, fluorescence. Gag-Pol polyprotein (Human immunodeficiency virus type 1 group M subtype B (isolate …. RT-RNase H RNA/DNA duplex cleavage. inhibition, % at 10 µM. 65,000 tested, 1.9% active; in the data active = inhibition above about 50%
RmlC RmlD mix: RmlC and RmlD coupled enzyme inhibitors, primary screen, biochemical, 384-well, compound mixtures, retest; 110,000 tested, 0.39% active; inhibition, % at 5.5 µM; RmlC/RmlD coupled enzyme inhibition, 384-well mixture HTS; in the data active = inhibition above about 30%, passing the limit was not always enough; inconclusive = no clear call, values can overlap the other calls; note: strong numbers were not always called active
* marks the source's active call; other numbers are inactive results. Only part of the results is shown, so the mix of outcomes need not match the whole.

`c1ccc2c(c1)CCCN2Cc1nnc2n1CCCCC2` gave HIV RNase H inh -7.4 and RmlC RmlD mix -5.8.
CC1=NN(C(=O)Cc2ccc(C)cc2)C(O)(c2cccnc2)C1 (configuration not stated) was read as RmlC RmlD mix inconclusive.
`CCC(=O)Nc1ccc2c(c1)C(=O)N(C1CCCCC1)C2=O` gave HIV RNase H inh 9.1 and RmlC RmlD mix -21.7.
For CCc1cc(=O)oc2cc(C)c(CN3CCCCC3)c(O)c12 the results were HIV RNase H inh 3.0 and RmlC RmlD mix 10.1.
CCOc1ccc2nc(SCC(=O)NC3CCS(=O)(=O)C3)[nH]c2c1 (configuration not stated) was read as HIV RNase H inh -4.5 and RmlC RmlD mix -12.3.
For COc1ccc(-c2ccc([C@H]3[C@H]4C=CC[C@@H](C)[C@@H]4C(=O)N3Cc3ccccc3)c(F)c2)cc1C the results were RmlC RmlD mix 3.3.
Screening Cn1c(Sc2ccc(C(F)(F)F)cc2[N+](=O)[O-])nnc1-c1ccccc1 returned RmlC RmlD mix -10.4.
CCOC(=O)CSc1nc2c([nH]c3ccccc32)c(=O)n1C was read as HIV RNase H inh -15.8 and RmlC RmlD mix 2.6.
N#Cc1ccccc1NC1=CC(=O)CCC1 was read as HIV RNase H inh 1.9 and RmlC RmlD mix 10.1.
`COc1ccc(C(=O)c2ccc(OC)cc2O)c(O)c1` gave HIV RNase H inh -12.7 and RmlC RmlD mix 10.2.
For CCC(=O)Nc1nc2ccc(S(C)(=O)=O)cc2s1 the results were RmlC RmlD mix -9.4.
CC(C)NC(=O)CSc1nc2ccccc2n1CC(=O)N1CCc2ccccc21 was read as HIV RNase H inh -14.0 and RmlC RmlD mix 10.4.
Screening C=CCNC(=O)CN(c1ccc(OC)cc1OC)S(C)(=O)=O returned RmlC RmlD mix 13.9.
COC(=O)[C@@]1(Cc2ccc(OC)cc2)[C@H]2c3cc(C(=O)N4CCCC4)n(CCN4CCNC4=O)c3C[C@H]2CN1C(=O)c1ccccc1 was read as RmlC RmlD mix inconclusive.
Screening CC1CCN(c2oc(-c3ccccc3Cl)nc2C#N)CC1 returned HIV RNase H inh -20.6 and RmlC RmlD mix -43.5.
Screening CC1(c2cc([N+](=O)[O-])cc([N+](=O)[O-])c2)CC(C)(C)N(C(=O)c2ccccc2)c2ccccc21 (configuration not stated) returned RmlC RmlD mix -11.7.
For CC(=O)c1nn(-c2cccc(Br)c2)cc1C(=O)c1ccc(C)cc1 the results were RmlC RmlD mix -0.3.
O=C(CN1CC(c2ccccc2)CC1=O)OCc1cccc(Br)c1 (configuration not stated) was read as RmlC RmlD mix -7.5.
Screening Cn1nnnc1SCC(=O)N1CCOCC1 returned RmlC RmlD mix -12.4.
`CCOc1cc(/C=C\[N+](=O)[O-])ccc1OCC(=O)Nc1ccccc1C` gave RmlC RmlD mix 5.8.
Screening O=[n+]1cc(-c2cccc3ccccc23)n([O-])c2c1CCC2 returned RmlC RmlD mix -3.0.
For CCOc1ccc(C(C(=O)Nc2ccc(F)cc2)N(C(=O)Cn2nnc3ccccc32)C2CC2)cc1 (configuration not stated) the results were RmlC RmlD mix -40.7.
Cc1ccc2cc(C#N)c(N3CCCN(S(=O)(=O)c4ccccc4)CC3)nc2c1 was read as HIV RNase H inh -7.2 and RmlC RmlD mix -13.1.
Screening O=C(O)c1cc(S(=O)(=O)N2CCOCC2)c(Sc2ccccn2)cc1Sc1ccccn1 returned HIV RNase H inh 4.7 and RmlC RmlD mix 11.4.
Screening CC1CCN(c2nc3c(c(=O)[nH]c(=O)n3C)n2Cc2ccccc2)CC1 returned HIV RNase H inh -2.9 and RmlC RmlD mix 2.3.
CCOC(=O)c1c(C)nc2sc(C(N)=O)c(N)c2c1-c1ccc(OC)cc1 was read as RmlC RmlD mix -2.1.
`O=C1Nc2cc(Cl)c(Cl)cc2N(O)N1c1ccccc1` gave RmlC RmlD mix -2.8.
`Cc1nc2ccccc2n1CCC(=O)O` gave RmlC RmlD mix -3.3.
For COc1cccc(CN2C(=O)CN(C3CCCCC3)C(=O)C2c2ccc(F)cc2)c1 (configuration not stated) the results were HIV RNase H inh 5.9 and RmlC RmlD mix -5.6.
Cc1ccc(C(=O)Nc2ccccc2NC(=O)c2ccc(C)o2)o1 was read as HIV RNase H inh 0.4 and RmlC RmlD mix 8.7.
OC1(c2ccc3c(c2)OCO3)CCN(Cc2ccccn2)CC1 was read as HIV RNase H inh -1.3 and RmlC RmlD mix 3.5.
For CCC(C)NS(=O)(=O)c1ccc(OCC(=O)NCc2cccnc2)cc1 (configuration not stated) the results were HIV RNase H inh -6.8 and RmlC RmlD mix -8.8.
CCOCCc1c(O)nc(SCC(=O)NCc2ccco2)[nH]c1=O was read as HIV RNase H inh -22.2 and RmlC RmlD mix 13.3.
COCC(=O)Nc1cc(OC)c(Cl)cc1OC was read as HIV RNase H inh -3.6 and RmlC RmlD mix -2.2.
CC(C)C(=O)Nc1ccc(NC(=O)c2cccc(F)c2)cn1 was read as HIV RNase H inh -18.6 and RmlC RmlD mix 0.7.
`CC(NC(=O)CSc1nc2sc3c(c2c(=O)n1-c1ccccc1)CCCC3)c1ccccc1` (configuration not stated) gave RmlC RmlD mix -227.2.
For CCOC(=O)N1CCC(N2C(=O)c3ccccc3C2=O)CC1 the results were HIV RNase H inh 3.4 and RmlC RmlD mix 0.7.
For N#CCC1c2ccccc2CCN1C(=O)Nc1ccc(C(F)(F)F)cc1 (configuration not stated) the results were RmlC RmlD mix -4.7.
`COc1ccccc1-c1ccc(Nc2ccc(C(=O)N3CCOCC3)cc2)nn1` gave RmlC RmlD mix -1.6.
Screening CCC(Sc1nc2ccccc2s1)C(=O)Nc1cc(C)on1 (configuration not stated) returned RmlC RmlD mix -2.0.
CCCCNC(=O)CCCCCn1c(=O)[nH]c2cc(OC)c(OC)cc2c1=O was read as HIV RNase H inh -0.5 and RmlC RmlD mix -11.1.
COc1ccc(CCNC(=O)CN2CCC(C(N)=O)CC2)cc1 was read as HIV RNase H inh 1.5 and RmlC RmlD mix 6.4.
`COc1ccc(NC(=O)c2cc(-c3cccnc3)nc3ccc(C)cc23)cc1OC` gave RmlC RmlD mix 9.1.
For O=C(N/N=C/c1ccc(N2CCOCC2)o1)c1cccc(F)c1 the results were RmlC RmlD mix -2.8.
For Cc1cc(C(=O)Cn2cncn2)c(C)n1CCc1ccc(F)cc1 the results were HIV RNase H inh -11.7 and RmlC RmlD mix -0.9.
For Cc1ccc(-c2ccc(CCC(=O)O)n2NC(=O)c2ccco2)cc1 the results were HIV RNase H inh -0.2 and RmlC RmlD mix -6.4.
COC/C=C/C1=CC2=CC(=O)C(C)(OC(=O)c3cnc4ccccc4n3)C(=O)C2=CO1 (configuration not stated) was read as RmlC RmlD mix -11.1.
For O=C(O)c1c[nH]c2c(C(F)(F)F)cccc2c1=O the results were RmlC RmlD mix -12.7.
For CCN(CC)S(=O)(=O)c1ccc(NC(=O)c2cccc3c2C(=O)N(CCOC)C3)cc1 the results were HIV RNase H inh -3.6.
ONC(=Nc1ccc(Cl)cc1)c1ccccc1Cl was read as RmlC RmlD mix 89.2.
`Cc1c(C(=O)NCCn2ccc3ccccc32)cccc1[N+](=O)[O-]` gave RmlC RmlD mix -10.9.
For COc1ccc(-n2c(C)cc(C(=O)Cn3nnc4ccccc4c3=O)c2C)cc1 the results were HIV RNase H inh -12.2 and RmlC RmlD mix -0.4.
Screening C/C(=N/Oc1nc(C)cc(C)n1)c1ccc(Br)cc1 returned RmlC RmlD mix 5.5.
For Cn1c(Cc2ccccc2)nnc1SCC(=O)Nc1ccc2c(c1)OCCO2 the results were HIV RNase H inh -27.0 and RmlC RmlD mix -2.0.
For Cc1cccc(C)c1NC(=O)CSc1nnc(Cn2nnc(-c3ccccc3)n2)n1-c1ccccc1 the results were HIV RNase H inh 2.0 and RmlC RmlD mix -12.1.
CCCC(=O)Nc1nc(C)c(-c2csc(Nc3ccc(Cl)cc3)n2)s1 was read as RmlC RmlD mix -16.4.
Screening COc1ccccc1N1CCN(C(=O)Cc2cccs2)CC1 returned HIV RNase H inh 5.3 and RmlC RmlD mix 0.9.
For COc1ccc(CC(=O)NC(C)c2nnc(SCCOc3ccc(OC)cc3)n2C)cc1 (configuration not stated) the results were RmlC RmlD mix 7.0.
`O=C(c1cncc(Br)c1)N1CCCc2ccccc21` gave HIV RNase H inh -0.8 and RmlC RmlD mix -11.7.
For CCCC(=O)c1cn(CC(=O)OC)c2ccccc12 the results were HIV RNase H inh 11.9 and RmlC RmlD mix 7.9.
`COc1ccc(/C=N/NC(=O)c2nn(-c3ccc(C)c(C)c3)c(=O)c3ccccc23)cc1` gave RmlC RmlD mix 10.2.
Cc1cc(C)c(NC(=O)/C=C\C(=O)O)c([N+](=O)[O-])c1 was read as RmlC RmlD mix 0.1.
`CC(C)(C)c1ccc(NC(=O)NCc2ccco2)cc1` gave HIV RNase H inh 1.7 and RmlC RmlD mix -8.6.
`O=C(COc1ccc(CO)cc1Cl)Nc1ccc(F)cc1` gave RmlC RmlD mix -11.9.
Screening COc1ccc(NC(=O)Cn2c(-c3ccccc3)cn(-c3ccc(C)cc3)c2=O)cc1 returned RmlC RmlD mix -10.6.
Screening CCc1nnc(NC(=O)CSc2nnc(-c3ccccc3O)n2-c2ccc(C)cc2C)s1 returned HIV RNase H inh 1.6 and RmlC RmlD mix 19.7.
For O=C(c1ccco1)N1CCN=C1SCc1ccccc1Cl the results were HIV RNase H inh -23.6 and RmlC RmlD mix -4.5.
Cc1csc(NC(=O)CSc2nc3ccccc3s2)n1 was read as RmlC RmlD mix -9.2.
`O=C(COc1ncnc2ccccc12)NCc1ccc2c(c1)OCO2` gave HIV RNase H inh -4.4 and RmlC RmlD mix -7.5.
Screening CCNC(=O)CN(CCc1ccccc1)S(C)(=O)=O returned HIV RNase H inh -1.7 and RmlC RmlD mix 5.2.
For CCOC(=O)C1C(=O)C=C(c2ccc([N+](=O)[O-])cc2)CC1c1ccccc1 (configuration not stated) the results were RmlC RmlD mix -0.1.
Screening CCC(=O)Nc1cccc(NC(=O)CSc2nnnn2Cc2ccccc2)c1 returned HIV RNase H inh -3.3 and RmlC RmlD mix -45.8.

Fetched by compound from the entries so far, 7 records:
N#Cc1ccccc1NC1=CC(=O)CCC1 was read as HIV RNase H inh 1.9 and RmlC RmlD mix 10.1.
`c1ccc2c(c1)CCCN2Cc1nnc2n1CCCCC2` gave HIV RNase H inh -7.4 and RmlC RmlD mix -5.8.
COC/C=C/C1=CC2=CC(=O)C(C)(OC(=O)c3cnc4ccccc4n3)C(=O)C2=CO1 (configuration not stated) was read as RmlC RmlD mix -11.1.
CCOCCc1c(O)nc(SCC(=O)NCc2ccco2)[nH]c1=O was read as HIV RNase H inh -22.2 and RmlC RmlD mix 13.3.
Screening CCC(Sc1nc2ccccc2s1)C(=O)Nc1cc(C)on1 (configuration not stated) returned RmlC RmlD mix -2.0.
COCC(=O)Nc1cc(OC)c(Cl)cc1OC was read as HIV RNase H inh -3.6 and RmlC RmlD mix -2.2.
`COc1ccccc1-c1ccc(Nc2ccc(C(=O)N3CCOCC3)cc2)nn1` gave RmlC RmlD mix -1.6.

The main list resumes, repeating the 2 entries before the break.
For CCOC(=O)C1C(=O)C=C(c2ccc([N+](=O)[O-])cc2)CC1c1ccccc1 (configuration not stated) the results were RmlC RmlD mix -0.1.
Screening CCC(=O)Nc1cccc(NC(=O)CSc2nnnn2Cc2ccccc2)c1 returned HIV RNase H inh -3.3 and RmlC RmlD mix -45.8.
COc1ccc(CN(CC(=O)NC2CCCC2)C(=O)c2onc(C(N)=O)c2N)cc1 was read as HIV RNase H inh 11.5 and RmlC RmlD mix 4.5.
`COc1ccc(N2CCN(C(=O)C3CCC(Cn4c(=S)[nH]c5ccccc5c4=O)CC3)CC2)cc1` (configuration not stated) gave HIV RNase H inh 6.0 and RmlC RmlD mix 9.9.
Screening CCCCc1cc(=O)oc2cc(OCC(=O)N(CC)CC)ccc12 returned HIV RNase H inh -23.2 and RmlC RmlD mix -6.4.
Screening O=C(CCCC(=O)NCC1CCCO1)NCC1CCCO1 (configuration not stated) returned HIV RNase H inh 4.0 and RmlC RmlD mix -10.1.
`COC(=O)c1cc(OC)c(OC)cc1NC(=O)CSc1nnc(-c2cccnc2)n1C` gave HIV RNase H inh -13.9 and RmlC RmlD mix -9.0.
`C#CCNC(=O)C1=C[C@@H](C2CC2)[C@H](CCCO)[C@@H](OCC)O1` gave RmlC RmlD mix -9.0.
Cc1ccc(Cl)c(OCCCCN(C)Cc2ccccc2)c1 was read as RmlC RmlD mix -4.9.
Cc1ccc(C)c2[nH]c(=O)c(CCNS(=O)(=O)c3ccccc3)cc12 was read as RmlC RmlD mix -11.4.
COC(=O)c1cc2sc(Cl)cc2n1Cc1nc(-c2cccc(C)c2)oc1C was read as RmlC RmlD mix -14.4.
`CCC(=O)N1CCCc2cc(S(=O)(=O)N3CCN(c4ncccn4)CC3)ccc21` gave HIV RNase H inh -13.9 and RmlC RmlD mix 11.0.
CC(C)OCCCNC(=O)CN1CCN(Cc2ccccc2Cl)C1=O was read as HIV RNase H inh 1.9 and RmlC RmlD mix 6.1.
CC(C)CC(=O)NCCNC(=O)c1cc(OCC(F)(F)F)ccc1OCC(F)(F)F was read as RmlC RmlD mix -13.4.
For O=c1c(-c2ccco2)[n+]([O-])c2ccccc2n1OCc1ccccn1 the results were HIV RNase H inh 1.6 and RmlC RmlD mix -5.5.
Screening CC1=NN(S(=O)(=O)c2ccc(F)cc2)C(=O)c2ccccc2O1 returned RmlC RmlD mix 4.5.
Screening O=C(CCCn1c(=S)[nH]c2cc3c(cc2c1=O)OCO3)N1CCc2ccccc2C1 returned HIV RNase H inh -10.3 and RmlC RmlD mix -3.6.
`COC(=O)C1=C(C)N(CCCC(=O)O)C(=O)NC1c1ccc2c(c1)OCO2` (configuration not stated) gave RmlC RmlD mix 3.3.
Screening O=C(NCCOC(=O)c1cccs1)c1cccnc1 returned HIV RNase H inh -4.0 and RmlC RmlD mix -12.6.

Compound activity (PubChem BioAssay)
